PV pol inh = poliovirus RdRp elongation inhibitors, primary screen, biochemical, fluorescence polarization, total intensity; poliovirus polymerase elongation; stronger effect = lower value; % elongation, % (compound at 16.7 µg/mL); actives 0.66% (n = 150,000); in the data active = % elongation below about 90%; note: some results filed as inactive read as strong as hits
Target sequence (P03300 1749-2209 limits assumed): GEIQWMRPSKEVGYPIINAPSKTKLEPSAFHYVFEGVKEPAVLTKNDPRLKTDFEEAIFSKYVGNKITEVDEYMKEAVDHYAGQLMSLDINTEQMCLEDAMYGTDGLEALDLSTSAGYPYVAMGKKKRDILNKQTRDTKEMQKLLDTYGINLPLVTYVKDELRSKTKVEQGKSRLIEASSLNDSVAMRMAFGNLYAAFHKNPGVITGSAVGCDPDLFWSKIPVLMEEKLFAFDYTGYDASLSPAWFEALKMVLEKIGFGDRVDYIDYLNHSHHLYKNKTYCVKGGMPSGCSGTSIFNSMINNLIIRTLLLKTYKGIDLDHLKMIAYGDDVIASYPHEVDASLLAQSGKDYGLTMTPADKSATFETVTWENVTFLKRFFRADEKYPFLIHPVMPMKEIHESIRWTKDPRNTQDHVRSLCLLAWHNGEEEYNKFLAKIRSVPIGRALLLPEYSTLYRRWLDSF
PV pol inh FP z-score = further read-out of PV pol inh, marked with its call; z-score; measured here: FP z-score; hits read low
Active calls of the source: *; & = joins results of further samples.

Screens in order: PV pol inh, PV pol inh FP z-score
- CCc1ccc2nc(N(CCN(CC)CC)C(=O)c3ccco3)sc2c1
    108, 0.5
- CC1(C)CC(NC2CCC(C#N)(c3ccccc3)CC2)CC(C)(C)N1 (centres undefined)
    105, 0.2
- CCOc1ccccc1NC(=O)c1cc(S(=O)(=O)NC2CCCC2)ccc1F
    106, -0.4
- COc1ccc(C2=C(C)C(N3CCN(c4ccc(OC)cc4)CC3)=NS2(=O)=O)cc1
    110, 0.6
- Cc1cc2cccc(C)c2nc1SCC(=O)O
    102, 0.1
- CC1(C)NC(=S)N(c2ccccc2)N1
    116&103, 2&0.2
- O=C(CSc1nc2c(oc3ccccc32)c(=O)n1Cc1ccco1)Nc1ccccc1Cl
    103, -0.3
- Cc1ccc(N(C(=O)C2CCCO2)C2C=CS(=O)(=O)C2)cc1Cl (centres undefined)
    101, -0.4
- C/C(=N\N1C(=O)c2ccccc2C1=O)c1ccccc1O
    100, -0.5
- CCOC(=O)c1cncn1C(C)c1ccccc1 (centres undefined)
    102&99, 0&-0.1
- C(=N\c1nncs1)/Nc1nncs1
    101, -0.1
- CCOC(=O)Cc1csc(NC(=O)/C=C/c2cccs2)n1
    104, 0.3
- COc1ccc(NC(=O)Cn2c(=O)n(CCc3ccccc3)c(=O)c3ccccc32)cc1
    104, -0.5
- CC(C)c1ccc(NC(=O)c2cc3sc(Cl)cc3n2C)cc1
    105, 0
- O=C(CCn1c(=O)sc2ccccc21)NCc1cccs1
    103, 0.5
- COC(=O)c1sc(-c2ccc(C(C)(C)C)cc2)cc1NC(=O)COCC(=O)O
    99, -0.7
- COC(=O)C1=C(Nc2ccccc2NC(=O)CCCC(=O)O)CSC1
    99, -0.6
- C=C1OC(C)(C)c2ccccc21
    99, -0.9
- CC(C)c1ccc(S(=O)(=O)c2nnn3c2nc(NCCc2ccccc2)c2sccc23)cc1
    100, -0.7
- Cc1nn(S(=O)(=O)c2ccc(C(C)C)cc2)c(C)c1S(=O)(=O)N1CCCCCC1
    104, -0.6
- CSc1cccc(Nc2cc(C(=O)NC3CCCCC3)c3ccccc3n2)c1
    107, -0.2
- CC1CN(C(=O)Cc2ccc(-c3ccccc3)cc2)CC(C)O1 (centres undefined)
    99, -0.2
- CC(=O)n1c(/C=C2\C=c3ccccc3=NC2=O)c(O)[nH]c1=S
    81, -3.6
- COc1ccc(CCNC(=O)CN2CCCc3ccccc32)cc1OC
    107, 0.7
- O=C(O)CCn1cc(/C=N\NC(=O)c2ccncc2)c(-c2ccccc2)n1
    101, -0.1
- COc1ccc(C2=NN(C(C)=O)C(c3cn(-c4ccccc4)nc3-c3cccs3)C2)cc1 (centres undefined)
    104, -0.2
- CCOC(=O)c1c(C)[nH]c(CCC(=O)NCCCN2CCN(c3cc(C)ccc3C)CC2)c1C
    112, 0.7
- Cc1ccc(OCC(=O)N2CCN(CCc3ccncc3)CC2)cc1C
    109, 0.2
- CN1CCN(CC(=O)N2CCCC2=O)CC1
    101, -0.2
- O=C(Nc1c(S(=O)(=O)c2ccccc2)c2nc3ccccc3nc2n1C1CCCCC1)c1ccco1
    108, 0.6

(continued)
Screens in order: PV pol inh, PV pol inh FP z-score
- O=C(COc1cccc2ccccc12)Nc1ccc(CN2CCOCC2)cc1
    105, 0.2
- CCCCN(CC)C(=O)c1cc2c(=O)n3cccc(C)c3nc2n1C
    110, 0.7
- CN1CCN(C(=O)/C=C/c2ccccc2)CC1
    101, 0
- COc1ccc(NC(=O)c2ccc(Cn3cc(Cl)cn3)cc2)cc1
    109, 0.6
- COc1ccc(-c2noc(-c3ccc(N4CCN(c5ccccc5)CC4)c([N+](=O)[O-])c3)n2)cc1
    113, 1.1
- c1ccc2c(CCNC3=NCCC3)c[nH]c2c1
    101, -0.4
- N#Cc1ccccc1OCc1cc(-c2ccccc2)on1
    104, 0.2
- CCn1c(Cc2ccccc2)nnc1SCC(=O)NC(=O)NCc1ccccc1
    99, -0.2
- Cc1ccc(NC(=O)Cn2c(CCC(=O)O)ccc2-c2cccs2)cc1
    108, 0.2
- O=C(c1ccc2c(c1)N(Cc1cccc(Cl)c1)C(=O)c1ccccc1S2(=O)=O)N1CCC(Cc2ccccc2)CC1
    107, 0.2
- O=C(O)c1cncn1-c1ccc(F)cc1
    103, 0
- O=C1Nc2ccccc2Oc2ncccc21
    103, 0.5
- Cc1noc(C)c1Cc1ccc(C(=O)O)o1
    103, 0.6
- CN(C)CCNC(=O)C1CCN(Cc2cc3ccccc3n2Cc2ccccc2)CC1
    104, -0.7
- CCOc1ccc(N(CC(=O)NCc2ccc(C)cc2)S(=O)(=O)c2c(C)[nH]c(=O)[nH]c2=O)cc1
    98, -2.3
- CN1C=CC=C/C1=C1\N=C(c2ccccc2)OC1=O
    97, -0.5
- COc1cc2nc(N3CCN(C(=O)c4ccco4)CC3)nc(N)c2cc1OC
    98&97&100&100, -0.3&-0.1&0&0.1
- O=C(c1cccc(F)c1)N1CCN(C(=O)c2cnn3cc(Br)cnc23)CC1
    101, 0.3
- CCOc1cc(C(=O)Nc2c(NC)c3ccccc3oc2=O)cc(OCC)c1OCC
    111, 1.6
- CCC(C)NC(=O)C1c2ccccc2C(=O)N(CCOC)C1c1cccs1 (centres undefined)
    103, -0.2
- Cc1ccc(-n2ncc(C(=O)NCc3ccccc3C)c2-n2cccc2)cc1
    103, -1.1
- COc1cccc(Nc2nc3ccc(C(=O)c4ccccc4)cc3n3c(C)nnc23)c1
    109, 1.1
- COCCNC(=O)c1ccc2c(c1)ncn2-c1ccccc1OC
    97, -1.3
- CC(=O)c1cc(-c2ccc(F)cc2)n(CCC(=O)NCc2ccccc2C)c1C
    105, -0.4
- O=C(CCc1ccccc1)c1ccc2c(c1)OCCCO2
    102, -0.2
- COc1nc(N(C)C)nc(N(C#N)S(=O)(=O)c2ccc(C)cc2)n1
    103, 1.6
- O=C(Cn1cncn1)N/N=C/c1ccc(O)cc1O
    101, 0
- O=C(Nc1ccc(I)cc1)c1ccccc1C(=O)c1ccccc1
    97, -0.6
- O=C(NCc1ccco1)c1c2c(nc3ccccc13)-c1ccccc1CC2
    103, 0.3
- Cc1nn(-c2ccccc2)c(N2CCCC2)c1C=Nc1ccc2c(c1)OCO2
    104, 0.3

Given field by field: two of the compounds above.
CCn1c(Cc2ccccc2)nnc1SCC(=O)NC(=O)NCc1ccccc1
  PV pol inh: 99
  PV pol inh FP z-score: -0.2
Cc1ccc(NC(=O)Cn2c(CCC(=O)O)ccc2-c2cccs2)cc1
  PV pol inh: 108
  PV pol inh FP z-score: 0.2

Going on with the list.
SMILES,PV pol inh,PV pol inh FP z-score
Cc1cc(C)cc(OCC(=O)Nc2ccc(-c3nc4ccccc4s3)cc2)c1,105,-0.1
CS(=O)(=O)N1CCc2cc(C(=O)Nc3cccc(F)c3)ccc21,100,-1.6
N=C(N)N1CCN(CC(O)COc2ccccc2)CC1 (centres undefined),105,0.7
Cc1ccc(-c2cc(C(=O)N3CCN(S(=O)(=O)c4ccc(Br)s4)CC3)[nH]n2)c(C)c1,112,1.4
Cc1cc(COC(=O)c2cc(S(=O)(=O)NC3CC3)ccc2Br)no1,102,-0.1
CCOC(=O)N1CCN(C(=O)CCc2ccc(S(=O)(=O)NC3CCCCC3)cc2)CC1,101,0.5
Cc1ccc(S(=O)(=O)c2nnn3c2nc(NC(C)C)c2cc(Cl)ccc23)cc1C,102,-0.6
O=C(c1ccc(S(=O)(=O)NC2CCCc3ccccc32)s1)N1CCCC1 (centres undefined),99,-1
S=C(SCc1cn2cccnc2n1)N1CCCC1,102,-0.2
CCc1nc2nc(C)cc(Nc3ccc(Br)cc3F)n2n1,107,0.5
CCNc1ncnc2c1nnn2CC,99,0
N#CC1(C#N)[C@H](c2ccoc2)[C@@H](C(=O)Oc2ccccc2)N2c3ccccc3C=C[C@@H]21,121,2.1
CCCCCOc1ccccc1Cn1c(=O)oc2ccc(C)cc21,104,-0.5
Cc1cccc(C)c1NC(=O)Cn1c(=O)n(CCC(=O)NCc2ccccc2Cl)c(=O)c2sccc21,107,0.3
COc1ccc2cc3cc(C(=O)N4CCN(Cc5ccccc5)CC4)oc3nc2c1,99,-0.6

Next section, starting with the last 6 of the part before.
SMILES,PV pol inh,PV pol inh FP z-score
CCc1nc2nc(C)cc(Nc3ccc(Br)cc3F)n2n1,107,0.5
CCNc1ncnc2c1nnn2CC,99,0
N#CC1(C#N)[C@H](c2ccoc2)[C@@H](C(=O)Oc2ccccc2)N2c3ccccc3C=C[C@@H]21,121,2.1
CCCCCOc1ccccc1Cn1c(=O)oc2ccc(C)cc21,104,-0.5
Cc1cccc(C)c1NC(=O)Cn1c(=O)n(CCC(=O)NCc2ccccc2Cl)c(=O)c2sccc21,107,0.3
COc1ccc2cc3cc(C(=O)N4CCN(Cc5ccccc5)CC4)oc3nc2c1,99,-0.6
CN1CCN(c2ncnc3nc[nH]c23)CC1,101,0.1
CCOC(=O)c1c(C)nc2c(c1-c1ccccc1)C(=O)CC(C)(C)C2,101,-0.1
Cc1ccc(NC(=O)CSc2nnc3[nH]c(=O)cc(-c4ccccc4)n23)cc1Cl,105,-0.5
S=c1nc[nH]c2c1nnn2Cc1ccc(Cl)cc1,101,0.1
CN1CCN(CC(=O)Nc2ccc(C(=O)NCC3CCCO3)cc2)CC1 (centres undefined),103,0.4
COc1cc2c(cc1NC(=O)C(C)OC(=O)c1n[nH]c(=O)c3ccccc13)oc1ccccc12 (centres undefined),101,-0.1
CCn1cnc2cc(NCc3cccc(OC)c3)ccc21,102,0.2
CN(C)c1ccc(C=NCC2CCCN3CCCCC23)cc1 (centres undefined),110,0.7
CCOc1ccc(NC(=O)C2CCCN(S(=O)(=O)c3ccc4[nH]c(=O)ccc4c3)C2)cc1 (centres undefined),120,0.5
COc1cc(OC)c2c(C)c(CC(=O)NCc3ccccc3OC)c(=O)oc2c1,109,0.6
CCN(CC)c1ccc(NC(=O)Cn2c(C)c3cnn(-c4ccccc4)c(=O)c3c2C)c(C)c1,105,-0.2
Cc1c(CC(N)=O)c(=O)oc2cc(O)c(Cl)cc12,98,-1.4
Cc1c(-c2ccn[nH]2)cnn1-c1c(Cl)cc(Cl)cc1Cl,102,0.1
N=c1c(S(=O)(=O)c2ccccc2)cc2c(=O)n3ccccc3nc2n1Cc1ccco1,103,0.3
O=C(O)c1ccccc1C(=O)Nc1cccc2ncccc12,75,-2.6

(list continues)
SMILES,PV pol inh,PV pol inh FP z-score
CCc1ccc(S(=O)(=O)c2nnn3c2nc(Nc2ccc(C)c(Cl)c2)c2sccc23)cc1,110,0.6
Cc1ccc(NC(=O)CN2C(=O)CC(C)Sc3ccccc32)c(C)c1 (centres undefined),100,-1.4
COCCCNC(=O)c1cc(-c2cccnc2)nc2ccc(S(=O)(=O)N3CCC(C)CC3)cc12,47*,-9.9*
Cc1ccc(Cn2nnc3c(=O)[nH]c(C4CCN(S(=O)(=O)c5ccc(S(=O)(=O)NC6CC6)cc5)CC4)nc32)cc1,101,-0.2
CCn1nc(C)c(Oc2ccccc2O)c1C,107,1
COC(=O)c1ccc(COC(=O)c2ccccc2OC)cc1,101,0.2
CC1(C)CC(=O)C(=Cc2ccc3c(c2)OCCO3)C(=O)C1,106,0.8
CC1CCN(C(=O)CSc2ncnc3c2nnn3Cc2ccc(F)cc2)CC1,101,0.2
COC(=O)c1ccc(COC(=O)c2ccc(O)cc2)o1,104,0
COc1cccc(NC(=O)CCN2CCN(c3ccccc3)CC2)c1,104,-0.2
NCC(c1ccc(F)cc1)N1CCOCC1 (centres undefined),101,-0.1
CCC(C)N(Cc1cn(CC)c2ccccc12)C(=S)Nc1ccc(C)cc1 (centres undefined),104,0.8
Cc1nn(CC(=O)NCc2ccc3c(c2)OCO3)c(=O)c2c1sc1ccccc12,100,-1
Cc1nc2c(C)cccc2c2c1COC2,101,0.1
CC(C)Oc1ccc(C(CC(=O)O)C(C)C)cc1 (centres undefined),100,-0.6

Next section.
SMILES,PV pol inh,PV pol inh FP z-score
CN1/C(=C(/O)c2ccccc2)C(=O)c2ccccc2S1(=O)=O,100,-0.3
CN(CC1CCCO1)S(=O)(=O)c1ccc(C(=O)N2CCOCC2)cc1 (centres undefined),103,0.3
Cc1cc(C(=O)N/N=C/N(C)C)nn1-c1c(Cl)cc(Cl)cc1Cl,101,0
O=C(Nc1cccc(NC(=O)C2CC2)c1)C1CC1,102,-0.1
Cc1c(/C=C(\C#N)C(=O)Nc2cccc(Cl)c2)c2ccccc2n1Cc1ccccc1Cl,112,1.4
Cc1ccc(Nc2ncccc2C(=O)NC2CCCCC2)cc1,104,0.7
Cc1cccc(-c2noc(CN(C(=O)COc3ccc(Br)cc3C)C(C)C)n2)c1,102,-0.2
O=C(NCCN1CCNC1=O)c1ccc(OC(F)(F)F)cc1,100,-0.3
O=C(Cc1cccc2ccccc12)NCCOc1ccccc1,99,-0.6
O=C(CS(=O)(=O)c1cn(Cc2ccc(Cl)cc2)c2ccccc12)N1CCCCC1,101,-0.1
CC(=O)N1CCCC1c1nc2ccccc2n1Cc1cc(C)ccc1C (centres undefined),104,-0.8
O=C(c1ccccc1C(=O)N(c1ccccc1)c1ccccc1)N1CCCCC1,105,0.2
OCCN1CCN(Cc2ccccc2)CC1,102,0.9
CN1C(=O)CS(=O)c2ccc(C(=O)NC3CC3)cc21 (centres undefined),100,-1.1
COc1ccc2ccccc2c1C=Nc1cccc(CO)c1,108,0.6

The results go on:
SMILES,PV pol inh,PV pol inh FP z-score
COc1cc(Nc2nc3c(S(=O)(=O)c4ccccc4)nnn3c3ccc(Cl)cc23)cc(OC)c1,102,-0.6
COc1ccc(-c2cc(C3CC3)[nH]c(=S)c2C#N)cc1,105,1
Cc1cc(C)cc(OCc2ccc(C(=O)Nc3ccccc3F)o2)c1,103,-0.5
CCOc1ccc(CN(C(=O)c2nc(SC)ncc2Cl)C2CCS(=O)(=O)C2)cc1 (centres undefined),119,0.3
CCOC(=O)N1CCC(N2CC34C=CC(O3)C(C(=O)Nc3ccc(C)cc3)C4C2=O)CC1 (centres undefined),100,0
COc1cccc(NC(=O)C2CCN(S(=O)(=O)c3c(C)noc3/C=C/c3cccs3)CC2)c1,104,0
O=C(O)c1ccccc1C(=O)c1ccc(-c2ccccc2)cc1,103,0.4

Screening data as filed in PubChem.

An excerpt; rates above refer to the full screens.
